Epigenetic derep: Quantitative High-Throughput Screen for Regulators of Epigenetic Control | AID 1865, 2009 | murine LDR cells, GFP reporter derepression, 30 h | actives 0.2% (n = 280,000) | Potency, µM (top dose mostly 53.9 µM), for the others: at the top dose GFP activation, usual class: activators; note: potency is the fitted concentration of half-maximal effect; % of control where 0% means no effect; nearly all actives have a fitted effect of over 60% in size
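Murine LDR cells carrying a silenced, genomically integrated CMV-driven GFP reporter were exposed to compound for 30 hours at 37 C. After PBS washes, GFP-positive cells (20–120 um objects) were counted by laser-scanning microplate cytometry.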
NPSR antag: qHTS Assay for Antagonists of the Neuropeptide S Receptor: cAMP Signal Transduction. CHO-NPSR cells, cAMP TR-FRET, antagonist mode. AID 1461, 2008. Potency, µM (highest dose often 38.3 µM), for the others: at the top dose activity change, negative = inhibition, usual class: inhibitors. Q6W5P4. actives 1% (n = 220,000); note: potency is the fitted concentration of half-maximal effect; % is set by controls: 0 for no effect and ±100 for the full control effect; nearly all actives have a fitted effect of over 50% in size; many of its hits are not listed in these tables
Target sequence (Q6W5P4 whole entry, looked up): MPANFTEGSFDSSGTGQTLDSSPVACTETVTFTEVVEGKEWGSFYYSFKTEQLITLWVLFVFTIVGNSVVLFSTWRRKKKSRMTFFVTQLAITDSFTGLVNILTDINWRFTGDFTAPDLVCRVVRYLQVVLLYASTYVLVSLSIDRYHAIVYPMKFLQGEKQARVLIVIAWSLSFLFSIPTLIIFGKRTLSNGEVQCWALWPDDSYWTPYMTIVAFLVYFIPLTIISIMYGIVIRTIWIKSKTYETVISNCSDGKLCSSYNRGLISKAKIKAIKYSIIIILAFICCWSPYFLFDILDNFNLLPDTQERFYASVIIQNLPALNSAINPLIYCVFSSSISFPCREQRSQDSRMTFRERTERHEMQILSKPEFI
Tau fibril FP: qHTS for Inhibitors of Tau Fibril Formation, Fluorescence Polarization; Microtubule-associated protein tau (Homo sapiens), P10636; K18 P301L tau heparin fibrillization, Alexa594 FP, 6 h; Potency, µM (doses to about 57.7 µM), for the others: top-dose activity, negative = inhibition, hits mostly inhibitors; actives 0.39% (n = 280,000); AID 1468, 2008; note: potency is the fitted concentration of half-maximal effect; % is set by controls: 0 for no effect and ±100 for the full control effect; nearly all actives have a fitted effect of over 55% in size
Target sequence (P10636 561-689 P618L limits assumed): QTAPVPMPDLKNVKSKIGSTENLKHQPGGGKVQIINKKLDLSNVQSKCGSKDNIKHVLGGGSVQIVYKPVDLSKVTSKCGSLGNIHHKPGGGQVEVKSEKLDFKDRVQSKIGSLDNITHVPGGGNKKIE
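Human K18 P301L fragment (15 uM unlabeled plus 0.24 uM Alexa 594-labeled) in 100 mM sodium acetate pH 7 with compound, aggregation induced by 20 uM heparin for 6 hr at 37 C. ThT (30 uM) added for 1 hr, then Alexa 594 FP read.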
TRb SRC2 PPI: qHTS for Inhibitors of the Interaction of Thyroid Hormone Receptor and Steroid Receptor Coregulator 2; TRbeta-SRC2 peptide binding, fluorescence polarization; receptor liganded with 1 µM T3; Thyroid hormone receptor beta (Homo sapiens), P10828; actives 0.065% (n = 280,000); Potency, µM (titrated, usually from 106 µM), for inactives: at the highest dose activity change, negative = inhibition, hits mostly inhibitors;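 note: potency is the fitted concentration of half-maximal effect; plate controls were bound peptide for no effect and peptide without receptor for full effect; nearly all actives have a fitted effect of over 50% in size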
Target sequence (P10828 whole entry, looked up): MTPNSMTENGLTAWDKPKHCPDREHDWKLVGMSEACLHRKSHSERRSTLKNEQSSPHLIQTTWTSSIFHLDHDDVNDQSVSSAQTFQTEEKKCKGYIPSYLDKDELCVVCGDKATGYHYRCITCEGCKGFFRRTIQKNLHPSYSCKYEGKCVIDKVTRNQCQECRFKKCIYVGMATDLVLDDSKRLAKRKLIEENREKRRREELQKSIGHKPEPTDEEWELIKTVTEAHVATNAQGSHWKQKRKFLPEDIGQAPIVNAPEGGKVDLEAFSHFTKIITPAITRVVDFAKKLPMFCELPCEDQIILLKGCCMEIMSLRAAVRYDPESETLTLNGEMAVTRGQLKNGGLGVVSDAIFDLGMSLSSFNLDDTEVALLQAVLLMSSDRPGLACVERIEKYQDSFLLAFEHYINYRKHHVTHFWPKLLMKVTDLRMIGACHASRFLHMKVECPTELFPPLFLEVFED
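Assay buffer: 20 mM Tris-HCl, 100 mM NaCl, 10% glycerol, 1 mM EDTA, 0.01% NP-40, 1 mM DTT, 1 uM T3, 5% DMSO; TRb LBD 0.6 uM, Texas Red SRC2 20 nM; FP after 5 hr.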
CBFb-RUNX1 inh: qHTS Assay for Compounds Blocking the Interaction Between CBF-beta and RUNX1 for the Treatment of Acute Myeloid Leukemia; AlphaScreen CBFb-His/RUNX1-biotin binding, biochemical; 230,000 tested, under 10 active; Potency, µM (titrated, usually from 59.8 µM), for inactives: at the top dose activity, negative = inhibition, hits mostly inhibitors; note: % of control where 0% means no effect
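Bead-based AlphaScreen assay; binding partners His-tagged CBF-beta and biotinylated RUNX1 at 30 nM each. Compound exposure 15 min after a 20-min protein preincubation; bead step 90 min; all steps at room temperature.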
Tau fluor cs: Counterscreen qHTS for Inhibitors of Tau Fibril Formation, Fluorescence Polarization. tau K18 P301L (four-repeat tau fragment) Alexa594 fluorescence, heparin fibrillization. Potency, µM (doses to about 57.7 µM), for inactives: at the top dose activity change, negative = decrease. actives 0.93% (n = 280,000); note: potency is the fitted concentration of half-maximal effect; % is set by controls: 0 for no effect and ±100 for the full control effect; nearly all actives have a fitted effect of over 55% in size
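Human K18 P301L tau (15 uM unlabeled plus 0.24 uM Alexa 594-labeled, final) in 100 mM sodium acetate pH 7 was mixed with compound and 20 uM heparin and incubated 6 hr at 37 C.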
TR SRC2 fluor cs: Total Fluorescence Counterscreen for Inhibitors of the Interaction of Thyroid Hormone Receptor and Steroid Receptor Coregulator 2; TRb/SRC2 Texas Red total fluorescence interference; actives 0.29% (n = 280,000); AID 1479, 2009; Potency, µM (doses to about 106 µM), for the others: at the top dose fluorescence change, negative = quenching; active = well fitted curve in either direction with a large enough effect; inconclusive = small, poorly fitted or top-dose-only effect; note: potency is the fitted concentration of half-maximal effect; % is set by controls: 0 for no effect and ±100 for the full control effect
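Human TRβ ligand-binding domain (0.6 uM) and Texas Red SRC2 peptide (20 nM) in Tris buffer with 1 uM T3 and 5% DMSO were incubated with pinned compound for 5 hr at ambient temperature. Total fluorescence was computed as S + 2P (555/632 nm).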
GLA spleen mod: qHTS Assay for Inhibitors and Activators of Human alpha-Galactosidase From Spleen Homogenate. Alpha-galactosidase A (Homo sapiens), P06280. human spleen homogenate, 4MU-alpha-Gal fluorescence, 40 min. Potency, µM (highest dose often 80 µM), without a hit: top-dose activity change, negative = inhibition, most hits filed as inhibitors. AID 2107, 2009. actives 0.008% (n = 240,000);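 note: potency is the fitted concentration of half-maximal effect; 0% = enzyme with vehicle and -100% = no enzyme basal signal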
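Fluorogenic readout (Ex 365/Em 440 nm) of 4-methylumbelliferone released from 1 mM 4-MU-alpha-galactoside by spleen homogenate, 40 min at 37C, pH 5.0. Data normalized to no-enzyme and enzyme controls; Hill-equation AC50 from compound titrations.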
The depositor's hits bear a star; ? = inconclusive; nt = no result given; & = joins results of further samples; [ ] = another dose, or the depositor's remark. Unless noted, calls come from the whole dose curve; as a rule, active = well fitted curve in the direction sought with a large enough effect; inconclusive = small, poorly fitted or top-dose-only effect, or another doubt; inactive = no such curve, though single readings can be large; an effect the other way counts as inactive or inconclusive.

The opening two records, to show the layout:
SMILES	Epigenetic derep	NPSR antag	Tau fibril FP	TRb SRC2 PPI	CBFb-RUNX1 inh	Tau fluor cs	TR SRC2 fluor cs	GLA spleen mod
Cc1oc(-c2ccc(Cl)cc2)nc1CN1CCCC(C(=O)NCc2ccco2)C1 (stereo not given)	2.2%	-17%[46.1 µM]	4%	-2%	-1%	-6%	-2%	4%
O=S(=O)(c1ccccc1)N(CC1CO1)c1ccccc1 (stereo not given)	8.0%	10%	0%	5%	11%	4%	-2%	2%

This part in full, previewed entries included:
SMILES	Epigenetic derep	NPSR antag	Tau fibril FP	TRb SRC2 PPI	CBFb-RUNX1 inh	Tau fluor cs	TR SRC2 fluor cs	GLA spleen mod
Cc1oc(-c2ccc(Cl)cc2)nc1CN1CCCC(C(=O)NCc2ccco2)C1 (stereo not given)	2.2%	-17%[46.1 µM]	4%	-2%	-1%	-6%	-2%	4%
O=S(=O)(c1ccccc1)N(CC1CO1)c1ccccc1 (stereo not given)	8.0%	10%	0%	5%	11%	4%	-2%	2%
CCN(C(=O)CSc1nc2ccccc2nc1Cc1cccc(OC)c1)c1cccc(C)c1	-0.6%	nt	9%	-4%	nt	0%	-4%	nt
Cc1cccc(NC(=S)NCC23C=CC(O2)C2C(=O)N(c4ccc(Cl)cc4)C(=O)C23)c1 (stereo not given)	?	-6%	17%	11%	-21%	-2%	5%	-2%
CC(Sc1nnc(-c2ccccc2Br)n1-c1cccc(C(F)(F)F)c1)C(N)=O (stereo not given)	1.0%	14%	13%	-4%	0%	1%	1%	3%
COc1ccccc1NC(=O)Cn1nc(-c2ccncc2)nc1SCC(=O)NC1CCCC1	1.1%	-7%	13%	-3%	-4%	-8%	-1%	-17%
CCOC(=O)C1CCN(S(=O)(=O)c2cc(F)ccc2OC)CC1	0.9%	5%	-3%	0%	9%	3%	-3%	2%
COCC(=O)NNC(=O)c1ccccc1OC	-2.7%	19%	-3%	3%	2%	9%	-1%	3%
O=[N+]([O-])c1ccc(N2CCCCC2)c(Cl)c1N1CCCCC1	-1.1%	-6%[46.1 µM]	1%	-5%	-3%	-10%	0%	8%
COc1ccc(C#CC2C=CC(Oc3cc(C)cc(C)c3)C(CO)O2)cc1 (stereo not given)	0.0%[10.1 µM]	nt	1%[11.6 µM]	5%[11.2 µM]	5%[13.1 µM]	-12%[11.6 µM]	-2%[11.2 µM]	0%[17.5 µM]
Cc1ccc(CSCC(=O)N2CCN(c3ccc(F)cc3)CC2)cc1	1.6%&-0.2%	-9%[46.1 µM]	8%&1%	-8%&0%	0%	-14%&-16%	-1%&3%	-3%
Cc1ccc(CCNC(=O)C2CC(c3ccccc3[N+](=O)[O-])=NO2)cc1 (stereo not given)	1.2%	-25%[46.1 µM]	9%	-12%	0%	-7%	-2%	17%
COCCN(C(=S)Nc1cccc(OC)c1)C1CCN(C(C)C)CC1	0.0%	17%[46.1 µM]	0%	-2%	6%	0%	2%	3%
CC(=O)N1C(O)CC(C)N1c1ccccc1 (stereo not given)	-1.3%	13%	2%	1%[53 µM]	-21%	11%	-1%[53 µM]	-2%
CCOC(=O)c1c(-c2ccccc2)n(C)c2ccc(O)cc12	-1.1%	-3%[46.1 µM]	7%	-13%	-4%	-22%	-1%	-5%
COc1ccc(C)cc1-n1c(C)cc(C=O)c1C	1.3%	-7%	0%	7%	-7%	-6%	-2%	-7%
COc1ccc(N=CC2=C(O)CC(c3ccccc3)CC2=O)c(OC)c1 (stereo not given)	0.0%	-40%	8%	-4%	-7%	-15%	1%	7%
O=C(NC[C@H](O)c1ccccc1)c1ccccc1	0.8%	nt	-2%	9%	6%	-2%	-2%	-4%
CCN(C(=S)Nc1cccnc1)c1ccccc1	-2.6%	14%	-3%	7%	6%	-8%	1%	-5%
CCN1CCN(Cc2c(O)ccc3c2O/C(=C\C=C\c2ccccc2OC)C3=O)CC1	-1.0%	-30%	0%	-7%	-6%	?	-10%	-4%
CCN(CC)c1ccc(N=Nc2ncn[nH]2)cc1	0.9%	-17%	0%	-11%	?	-6%	-2%	0%
CC1(C)Oc2ccc3ccc(=O)oc3c2-c2cn[nH]c21	0.0%	-11%[46.1 µM]	-5%	1%	2%	-17%	-2%	6%
CO/N=C(\c1nonc1N)N1CCN(c2ccc([N+](=O)[O-])cc2Cl)CC1	-1.2%	-18%[46.1 µM]	?	-15%	5%	?	3%	-4%
CSc1ncccc1C(=O)OCC(=O)c1cc(C)n(CC2CCCO2)c1C (stereo not given)	-1.8%	39%	6%	-4%	-14%	-10%	0%	9%
CCc1nnc(NC(=O)Cc2ccc(OC)c(OC)c2)s1	0.0%	6%	-2%	2%	-4%	4%	-2%	-1%
CCOC(=O)C1=C(C)NC(C)=C(C(=O)OCC)C1/C=C/c1ccccc1OC	-0.9%	?	7%	2%	18%	?	-7%	2%
Cc1nc2cccc(C(=O)Oc3ccc([N+](=O)[O-])cc3)c2o1	1.0%	-5%	-8%	-4%	7%	-10%	-1%	1%
CCN1CCN(Cc2coc3ccc(C)cc3c2=O)CC1	-1.0%	-13%[46.1 µM]	-5%	-21%	-2%	-6%	1%	-13%
COc1ccccc1N1C(=O)CSC1=NC(=O)c1ccccc1	1.1%	8%	8%	1%	13%	-14%	-2%	1%
CCOC(=O)c1sc(NC(=O)c2sccc2C)cc1C	-1.0%	-23%[46.1 µM]	-14%	0%	7%	?	-5%	2%
COc1cc(C=C2C(=O)c3ccccc3C2=O)ccc1O	?	-2%	-5%	3%	-3%	-18%	-5%	4%
COc1cc2c(cc1OC)C(c1ccc(Cl)cc1)N(c1cccc(C#N)c1)C(=O)C2 (stereo not given)	-1.0%	nt	-4%	2%	nt	-17%	4%	nt
CN(C)C(C(=O)Nc1cc(Cl)cc(Cl)c1)c1ccccc1 (stereo not given)	5.0%	-32%	-3%	-5%	0%	-12%	0%	-4%
CCCN(CCC)C(=O)CP(=O)(c1ccccc1)c1ccccc1	-1.6%	-14%[46.1 µM]	6%	0%	4%	-2%	-2%	9%
COC(=O)C1=C(C)Nc2nnnn2C1c1cc(OC)ccc1OC (stereo not given)	-3.5%	-8%[46.1 µM]	-14%	-23%	0%	2%	-1%	6%
COc1cccc(/C=N/NC(=O)C(C)Sc2ccccc2)c1 (stereo not given)	0.1%	-2%	-7%	-2%	7%	-15%	-1%	5%
CNC(=O)CSc1nc(-c2ccccc2)c(-c2ccccc2)o1	0.0%	-10%	7%	1%	2%	-11%	-3%	-2%
O=C(O)CCNS(=O)(=O)c1ccccc1	-0.2%	0%[46.1 µM]	0%	7%	6%	6%	3%	12%
N/C(Cc1ccc(Cl)cc1)=N\OC(=O)Cc1ccc([N+](=O)[O-])cc1	-1.1%	-10%	12%	-7%	?	-27%	-1%	-5%
CCCOP(=O)(c1ccc(N(C)C)cc1)C(O)c1cccnc1 (stereo not given)	0.0%	-4%[46.1 µM]	1%	-4%	-1%	7%	-3%	8%

Looked up above.
`CNC(=O)CSc1nc(-c2ccccc2)c(-c2ccccc2)o1` in Epigenetic derep = 0.0%
`COc1cc2c(cc1OC)C(c1ccc(Cl)cc1)N(c1cccc(C#N)c1)C(=O)C2` (stereo not given) in TR SRC2 fluor cs = 4%
`COc1cccc(/C=N/NC(=O)C(C)Sc2ccccc2)c1` (stereo not given) in TRb SRC2 PPI = -2%
`CCCN(CCC)C(=O)CP(=O)(c1ccccc1)c1ccccc1` in TR SRC2 fluor cs = -2%
`CCCOP(=O)(c1ccc(N(C)C)cc1)C(O)c1cccnc1` (stereo not given) in TR SRC2 fluor cs = -3%

Later entries:
SMILES	Epigenetic derep	NPSR antag	Tau fibril FP	TRb SRC2 PPI	CBFb-RUNX1 inh	Tau fluor cs	TR SRC2 fluor cs	GLA spleen mod
Cc1cc(C)n(-c2ccc(C(=O)NCc3ccc(F)cc3)cc2)n1	-5.3%	-8%	1%	8%	14%	-1%	-3%	7%
COc1cccc(/C=N/NC(=O)c2cc3c(OC)c(OC)ccc3[nH]2)c1OC	-0.9%	3%	?	-5%	0%	?	0%	1%
O=C(O)C1CCCN1S(=O)(=O)c1ccccc1 (stereo not given)	-1.0%	4%[46.1 µM]	-1%	5%	8%	1%	-7%	7%
CCOC(=O)C1(Cc2ccccc2)CCN(Cc2ccc(C3CCCCO3)s2)CC1 (stereo not given)	-2.0%	-17%	-4%	11%	0%	-15%	-1%	9%
Fc1ccc(-c2nnc3n2CCCCC3)cc1	-0.4%	8%	14%	-1%	11%	15%	-1%	3%
CCOc1ccc(C(=O)NCCc2csc(-c3cccc(F)c3)n2)cc1OCC	0.0%	nt	-5%	-12%	nt	-14%	?	nt
O=C1CCC/C(=N/NC(=O)C2CCN(S(=O)(=O)c3cccs3)CC2)C1	2.2%	14%	9%	-4%	2%	1%	-3%	4%
CCc1cc2cc(C(=O)Nc3ccc(F)cc3)sc2s1	-0.8%	-14%[46.1 µM]	-5%	23%	-3%	-1%	-4%	2%
O=C(COC(=O)c1cccc(S(=O)(=O)N2CCN(c3ccc(F)cc3)CC2)c1)NCC1CCCO1 (stereo not given)	-1.9%	5%	-10%	2%	9%	-6%	-2%	-2%
Cc1nn(-c2ccccc2)c(N)c1C1(O)C(=O)Nc2ccccc21 (stereo not given)	-0.2%	-4%	3%	9%	12%	-5%	2%	3%
O=C(CN1C(=O)c2ccccc2C1=O)NCC(=O)OCC(=O)c1ccc(Br)cc1	-1.2%	-12%[46.1 µM]	8%	-13%	0%	0%	0%	-4%
O=C(O)CCSc1nc2ccccc2s1	0.0%	-11%[46.1 µM]	1%	5%	-18%	6%	-4%	10%
O=C(CSc1ncccn1)N/N=C/c1ccccc1[N+](=O)[O-]	-1.3%	6%	3%	-2%	5%	-2%	-1%	-4%

Not all compounds are listed. The share of hits here may be higher or lower than overall.
